NCI-60 one-dose screen, 48 h, at 10 µM unless noted. Numbers give growth in % (100 = growth as untreated, 0 = no growth, -100 = all killed).
RPMI-8226: RPMI-8226 leukemia cells | 77,000 tested, 7.5% active | AID 1794781
MDA-MB-468: MDA-MB-468 breast cancer; 78,000 tested, 8.5% active; AID 2202374
SR: SR leukemia cells; 73,000 tested, 8.7% active; AID 1794780
K-562: K-562 leukemia. 78,000 tested, 7.4% active
MDA-MB-231: MDA-MB-231 breast cancer | 81,000 tested, 5% active | AID 1794789
MOLT-4: MOLT-4 leukemia cells | 80,000 tested, 6.9% active | AID 1794779
MDA-MB-435: MDA-MB-435 melanoma; 82,000 tested, 7.8% active
MCF7: MCF7 breast cancer; 82,000 tested, 6.3% active; AID 1794796
An asterisk follows results filed as active; · = no result given; [ ] = remark or other dose. The calls were made as follows: active = growth percent below 10; inactive = the rest.

SMILES	RPMI-8226	MDA-MB-468	SR	K-562	MDA-MB-231	MOLT-4	MDA-MB-435	MCF7
C#CC(C)(C)N1CCCCC1	115	124	101	106	100	104	115	91
COc1ccc(C(=O)C[n+]2ccccc2)cc1	90	95	98	60	96	59	101	95
O=C1Nc2ccc(Cl)cc2/C1=C\c1c(-c2ccc(Cl)cc2)nc2sc(C3CC3)nn12	69	66	44	76	44	·	77	61
C[N+](C)(C)CCOP(=O)(O)OP(=O)([O-])OCC1CCC(n2ccc(N)nc2=O)O1 (stereo not drawn)	108	99	106	111	101	102	96	97
N#C/C(=C\c1ccc2ccccc2n1)c1cc2ccccc2[nH]1	94	90	85	86	78	86	83	60
C/C=C/C(=O)Nc1cccc(Cn2c(=O)[nH]c3ccc(Oc4ncccn4)cc3c2=O)c1	73[13.7 µM]	60[13.7 µM]	79[13.7 µM]	69[13.7 µM]	86[13.7 µM]	66[13.7 µM]	101[13.7 µM]	83[13.7 µM]
CN(C)S(=O)(=O)Nc1cccc(Br)c1	102	97	110	96	102	68	109	102
CN(C)c1ccc2[nH]c3c(C(=O)O)cc(=O)c(=O)c=3oc2c1	102	82	102	114	98	120	112	96
O=C(OCCOCCOC(=O)N1CCOCC1)N1CCOCC1	101	·	83	94	125	81	101	96
COc1ccc2[nH]c(O)c(N=NC(=O)COc3ccc(NC(=O)Nc4ccc(Cl)cc4)cc3)c2c1	32	-52*	·	·	-70*	·	-52*	1.8*
Cc1ccc(-c2[nH]c(=S)[nH]c(=O)c2C#N)s1	123	107	99	99	120	108	101	109
COc1ccc(-c2nc(SCC(=O)N3CCN(c4cc5c(cc4F)c(=O)c(C(=O)O)cn5C4CC4)CC3)nc(Cl)c2C#N)cc1OC	102	98	104	103	101	103	111	98
CC1([N+](=O)[O-])COC(c2cccc3ccccc23)OC1 (stereo not drawn)	105	108	90	97	101	88	105	104
COc1ccc(/C=C/C(=O)c2ccc(Oc3ncnc4ccccc34)cc2)cc1	62	96	72	63	97	68	91	63
CC(C)(CO)N(CCO)CCO	95	95	99	101	104	104	108	100
C#Cc1ccc(-n2c(/C=C/c3cccc4c3OCO4)nc3ncccc3c2=O)cc1	92	76	73	90	90	89	101	101
Cn1cc(-c2cc3nc(-c4cn(C)c5ncc(Br)cc45)cc(N)n3n2)c2ccccc21	-2.6*	-79*	-21*	-30*	-65*	-42*	-71*	·
CNC1=C([N+](=O)[O-])C(c2ccc(O)cc2)C(C#N)=C(c2ccc[nH]2)O1 (stereo not drawn)	111	107	113	105	97	105	106	91
COc1ccc(NC(=O)Cn2cnc3c(cc(-c4ccccc4)n3-c3ccncc3)c2=O)cc1	105	104	111	113	99	105	105	101
N#Cc1nc(-c2ccccc2)oc1S(=O)(=O)N1CCN(S(=O)(=O)c2ccccc2)CC1	41	73	17	32	90	49	85	44
CC(C)N(Cc1ccccc1)c1c(S)ssc1=S	-65*	·	3.0*	15	2.9*	0.1*	12	3.0*
N#Cc1c(-c2cccs2)cc(-c2cccc(Cl)c2)[nH]c1=O	98	99	127	101	127	105	104	88
N#CCCCCCCl	101	101	93	91	109	102	97	97
Nc1ccc(Sc2ccc([N+](=O)[O-])c3nonc23)cc1	80	67	8.0*	27	92	27	99	73
Cc1c(COc2ccccc2-c2cnco2)c(C)c(COc2ccccc2-c2cnco2)c(C)c1COc1ccccc1-c1cnco1	71	99	101	81	99	88	96	77

A draw from above in order of molar mass, ascending:
SMILES	RPMI-8226	MDA-MB-468	SR	K-562	MDA-MB-231	MOLT-4	MDA-MB-435	MCF7
Cc1ccc(-c2[nH]c(=S)[nH]c(=O)c2C#N)s1	123	107	99	99	120	108	101	109
N#C/C(=C\c1ccc2ccccc2n1)c1cc2ccccc2[nH]1	94	90	85	86	78	86	83	60
N#Cc1c(-c2cccs2)cc(-c2cccc(Cl)c2)[nH]c1=O	98	99	127	101	127	105	104	88

Remaining list, next part.
SMILES	RPMI-8226	MDA-MB-468	SR	K-562	MDA-MB-231	MOLT-4	MDA-MB-435	MCF7
CC(C)OC(=O)CCc1c[nH]c2ccccc12	74	99	94	78	92	53	99	103
CCCNc1ccc(S(=O)(=O)c2ccc(N)cc2)cc1	83	104	94	101	102	84	107	89
O=C(Nc1cccc(Cl)c1)OCCN1CCOCC1	92	105	97	100	105	96	115	95
OC1(c2ccccc2)CCCC1	88	114	90	107	113	104	110	99
CC1(C)C(=O)/C(=C\c2ccco2)C[C@]2(C)[C@H]3CC=C4[C@@H]5C[C@](C)(C(=O)O)CC[C@]5(C)CC[C@@]4(C)[C@]3(C)CC[C@@H]12	0.4*[100 µM]	-47*[100 µM]	47[100 µM]	4.4*[100 µM]	-59*[100 µM]	-21*[100 µM]	-75*[100 µM]	-43*[100 µM]
CC(=O)N(C)c1ccc([N+](=O)[O-])cc1	120	101	105	111	102	76	113	96
Cc1ccc2oc(=O)cc(CSC(=S)N3CCCCC3)c2c1	91	99	113	86	91	107	99	90
Cc1ccc(O)c(Cc2ccc(Br)cc2)c1	94	85	90	104	104	84	101	103
CC(=O)c1sc2nc(CSc3nc(C)cs3)[nH]c(=O)c2c1C	88	·	84	85	110	89	87	98
CCOC(=O)c1c(N2CCCC2)[nH]c(=O)c(C=Nc2ccc(OC)cc2)c1O	104	94	100	57	116	54	92	114
Cc1ccc2[nH]c(=S)n(-c3ccc(S(=O)(=O)Nc4ccc(Cl)nn4)cc3)c(=O)c2c1	103	107	94	102	101	100	102	95
CC(=O)OCC(=O)[C@@]1(O)[C@H](C)CC2C3CCC4=CC(=O)C=C[C@]4(C)[C@@]3(F)[C@@H](O)C[C@@]21C (stereo partly drawn)	42	109	112	133	92	101	98	81
O=C1/C(=C\c2cccn2CCCCn2c3ccccc3c(=O)c3ccccc32)c2ccccc2N1c1c(Cl)cccc1Cl	97	72	88	91	98	94	103	32
CN1CCN(Cc2ccc(NC(=O)c3cncc(C#Cc4cnc(N)c5ncccc45)c3)cc2)CC1	82	100	58	40	89	84	99	87
CCOC(=O)C1=C(C(=O)c2ccccc2)C(c2cccc([N+](=O)[O-])c2)C(C(=O)c2ccccc2)=C(C(=O)OCC)N1	33	83	·	21	·	52	92	13
Cn1c(N)c(C(=O)CCc2ccccc2)c(=O)n(C)c1=O	94	101	99	97	91	100	108	81
CCn1c2ccccc2c2cc(NC(=O)Nc3ccc([N+](=O)[O-])cc3C)ccc21	-21*	7.6*	-2.8*	8.6*	29	18	17	36
CC1(C)OC(=O)C(=Cc2ccc(F)cc2)C(=O)O1	106	90	105	115	110	95	91	96
CCCCC1COc2cccc3c(SCC(=O)N(C)c4cccc(Cl)c4)cc[n+]1c23 (stereo not drawn)	·	104	100	98	101	109	120	94
CN(C)c1ccnc2c1ccn2C(=O)NS(=O)(=O)c1ccc(Cl)cc1	98	97	85	92	101	95	100	105
CCOC(=O)C1=C(c2ccccc2)N=C2SC3C(=NN(c4ccccc4)C3c3ccc(Br)cc3)N2C1c1ccc(O)c(OC)c1 (stereo not drawn)	79	80	70	70	82	57	96	76
CCNC1(C#N)CCN(Cc2ccccc2)CC1	93	102	96	100	109	106	98	110
CCCCSc1ccc(NC(=S)Nc2ccc(SCCCC)cc2)cc1	95	·	113	95	101	105	106	196
CC(=O)C=P(c1ccccc1)(c1ccccc1)c1ccccc1	97	92	101	104	93	94	108	92
CCOC(=O)N1CCN(/C(=N/c2sc(-c3ccccc3)nc2-c2ccccc2)c2ccc(C)cc2)CC1	64	66	75	63	81	70	90	70

Going on with the list.
SMILES	RPMI-8226	MDA-MB-468	SR	K-562	MDA-MB-231	MOLT-4	MDA-MB-435	MCF7
O=C(O)C1OC(O)C(O)C(O)C1O (stereo not drawn)	108	108	102	94	99	97	120	92
Cc1cnc(C)[nH]1	101	101	102	109	95	114	104	95
CC(C)=CCCC1=C2[C@H](C[C@@]3(C)[C@H]2C[C@@H](O)[C@H]2[C@@]4(C)CC[C@@H](O)[C@@H](C)[C@@H]4CC[C@@]23C)OC1=O	57	91	67	67	91	58	91	78
Cc1nc2sc(C(=O)Nc3ccccc3)c(N)c2cc1C(C)O (stereo not drawn)	17	29	12	16	51	26	-41*	17
C/C(CC(C)C)=C(/C)C1CC1CCNS(=O)(=O)c1ccc(C)cc1 (stereo not drawn)	99	83	119	94	96	100	110	84
O=C(c1c[nH]c(=O)c(-c2ccc([N+](=O)[O-])cc2)c1)c1ccccc1O	82	89	·	76	96	95	91	86
N=S(c1ccccc1[N+](=O)[O-])c1ccccc1[N+](=O)[O-]	73	15	·	1.8*	91	99	62	-54*
CCc1cccc(CC)c1NC(=O)c1ccc(C)cc1	104	86	·	68	·	106	58	84
CC(Br)CCON1C(=O)c2ccccc2C1=O (stereo not drawn)	104	107	92	96	108	103	99	87
CSc1nc2sc(C(N)=O)c(C)c2c(=O)n1Cc1ccccc1	·	107	·	·	104	·	108	102
NS(=O)(=O)c1ccc(C(=O)NN2C(=O)c3cc(Cl)c(Cl)cc3C2=O)cc1	97	100	100	102	103	104	103	87
Cc1ccc(O)cc1Nc1nc(SCCN2CCOCC2)nc2c1cnn2CC(Cl)c1ccc(Br)cc1 (stereo not drawn)	17	-56*	-29*	-39*	-31*	-25*	13	5.9*
COc1ccc(Nc2ncccc2C(=O)NCc2cn(Cc3cccc(Oc4ccccc4)c3)nn2)cc1	55	4.2*	31	34	52	48	-16*	20
CC(C)=CCc1ccc(O)cc1	119	110	93	99	106	97	97	125
COc1ccc(CSc2nc3ccc(Cl)cc3c(=O)n2-c2ccc(OC)cc2OC)cc1	95	85	74	90	110	109	27	95
COc1ccc2nc(-c3cc4c([nH]c5ccccc54)c(-c4ccc(F)c(F)c4)n3)[nH]c2c1	19	54	10	34	70	31	67	50
COc1ccc(C2=NN(C(C)=O)C(c3ccc(OCc4ccccc4)c(OC)c3)C2)cc1OC (stereo not drawn)	94	94	·	·	85	·	105	68
CC(O)CN(CCO)CCN(CCO)CC(C)O (stereo not drawn)	102	95	89	107	115	100	106	95
O=C(O)/C=C/c1cn(-c2ccccc2)nc1-c1ccc(Br)cc1	102	98	108	94	83	107	104	87
O=C(Nc1ccc2c3c(cccc13)CC2)c1cc2c([nH]c1=O)CCCC2	107	112	106	100	112	105	104	89
CCc1ccc(Cc2cnc(NC(=O)c3cc(C)oc3C)s2)cc1	51	9.5*	20	15	58	29	-21*	17
CCCCN(CCO)C(=O)c1ccc([N+](=O)[O-])cc1	102	98	110	118	110	116	100	104
N#Cc1c(Nc2ccc(Cl)cc2)nc2sc3cc(Cl)c(Cl)cc3n2c1=O	118	95	95	113	78	83	101	65
CN(C)c1ccc(/C=C2\SC(=S)N(Cc3ccco3)C2=O)cc1	84	98	79	93	101	88	98	94
CC[C@]12C=CCN3CC[C@@]4(c5cc(-c6ccc(NC(=O)[C@H](Cc7cc8ccccc8[nH]7)NC(=O)OCc7ccccc7)cc6)c(OC)cc5N(C)[C@H]4[C@@](O)(C(=O)OC)[C@@H]1OC(C)=O)[C@@H]32	91	87	·	114	89	101	100	94

(listing goes on)
SMILES	RPMI-8226	MDA-MB-468	SR	K-562	MDA-MB-231	MOLT-4	MDA-MB-435	MCF7
OC(c1ccccc1)c1cccnc1 (stereo not drawn)	105	106	115	114	113	106	105	94
Cc1nn(-c2ccccc2)c2nc3c(nc12)C(=O)CCC3	·	88	·	·	108	·	98	85
COC(=O)C(=[N+]=[N-])C(=O)c1ccc([N+](=O)[O-])cc1	92	83	96	98	95	83	106	94
COC(=O)/C(CCC=C(C)C)=C1\[C@@H](OC(C)=O)C[C@@]2(C)[C@H]1C[C@@H](O)[C@H]1[C@@]3(C)CC[C@H](NCCN)[C@@H](C)[C@@H]3CC[C@@]12C	70	59	-18*	-7.7*	93	-13*	94	72
NC(=O)C(F)(F)C(F)(F)C(N)=O	111	107	101	98	108	112	104	102
COC(=O)c1ccc2[nH]c(O)c(C(=Nc3ccc(N(C)C(=O)CN4CCN(C)CC4)cc3)c3ccccc3)c2c1	-6.0*	52	·	9.7*	23	12	27	28
C=C(C)[C@@H]1CC[C@]2(C(=O)OC)CC[C@]3(C)[C@H](CC[C@@H]4[C@@]5(C)C/C(=C/NC(N)=O)C(=O)C(C)(C)[C@@H]5CC[C@]43C)[C@@H]12	65	104	21	76	108	84	97	80
Clc1ccccc1-c1conc1-n1nc(-c2ccccc2)nc1-c1ccccc1	108	·	96	·	99	106	101	104
CC1=C(C/C=C(\C)CCC[C@H](C)CCC[C@H](C)CCCC(C)C)C(=O)c2ccccc2C1=O	106	116	95	·	106	101	108	108
C=CCN1CCCC1=O	97	97	90	87	95	94	101	100
CN(C)c1nc(-c2ccccc2)cc(-c2ccc(O)cc2)n1	88	89	69	92	93	73	104	36

7 records picked at random from those above, as already listed:
SMILES	RPMI-8226	MDA-MB-468	SR	K-562	MDA-MB-231	MOLT-4	MDA-MB-435	MCF7
O=C(O)/C=C/c1cn(-c2ccccc2)nc1-c1ccc(Br)cc1	102	98	108	94	83	107	104	87
CCc1cccc(CC)c1NC(=O)c1ccc(C)cc1	104	86	·	68	·	106	58	84
CN1CCN(Cc2ccc(NC(=O)c3cncc(C#Cc4cnc(N)c5ncccc45)c3)cc2)CC1	82	100	58	40	89	84	99	87
Cc1ccc2[nH]c(=S)n(-c3ccc(S(=O)(=O)Nc4ccc(Cl)nn4)cc3)c(=O)c2c1	103	107	94	102	101	100	102	95
C#Cc1ccc(-n2c(/C=C/c3cccc4c3OCO4)nc3ncccc3c2=O)cc1	92	76	73	90	90	89	101	101
CC(C)OC(=O)CCc1c[nH]c2ccccc12	74	99	94	78	92	53	99	103
CC(=O)N(C)c1ccc([N+](=O)[O-])cc1	120	101	105	111	102	76	113	96

Bioassay records from PubChem.
